Screens (PubChem BioAssay)
GLP1R ag – agonists of human GLP-1 receptor | Potency, µM (top dose mostly 45.6 µM), without a hit: at the top dose activation, most hits filed as activators | AID 624172 | actives 0.007% (n = 380,000) | HEK293 GLP-1R CRE-luciferase, luminescence, 4-6 h; cells express a hypersensitive GLP-1R form; further: potency means the concentration at half of the fitted maximal effect; % of control where 0% means no effect
WRN inhibitor – inhibitors of human WRN helicase. Q14191. WRN helicase unwinding, fluorescent forked duplex, kinetic. Potency, µM (highest dose often 114 µM), without a hit: at the highest dose activity change, negative = inhibition, usual class: inhibitors. actives 0.46% (n = 360,000). AID 651768; further: potency means the concentration at half of the fitted maximal effect; on the % scale 0 is the no-effect control and ±100 the full control effect; nearly all actives have a fitted effect of over 55% in size
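WRN at 20 nM final was preincubated with compound for 15 min at room temperature; reaction started with 100 nM forked duplex oligonucleotide carrying fluorophore and quencher plus 2 mM ATP (final). Unwinding followed kinetically by red fluorescence (ex 525/em 598 nm).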
DRD3 antagonist – blocks the human D3 dopamine receptor | P35462 | D3R cells, DiscoveRx beta-arrestin luminescence, antagonist mode; active compounds read low | max response, negative = inhibition, % | actives 2.5% (n = 360,000); in the data active means max response below about -50%; inconclusive means no clear call, values can overlap the other calls; further: on the % scale 0 is the no-effect control and ±100 the full control effect; mostly tested at two doses, the higher about 12 µM
Target sequence (P35462 whole entry, looked up): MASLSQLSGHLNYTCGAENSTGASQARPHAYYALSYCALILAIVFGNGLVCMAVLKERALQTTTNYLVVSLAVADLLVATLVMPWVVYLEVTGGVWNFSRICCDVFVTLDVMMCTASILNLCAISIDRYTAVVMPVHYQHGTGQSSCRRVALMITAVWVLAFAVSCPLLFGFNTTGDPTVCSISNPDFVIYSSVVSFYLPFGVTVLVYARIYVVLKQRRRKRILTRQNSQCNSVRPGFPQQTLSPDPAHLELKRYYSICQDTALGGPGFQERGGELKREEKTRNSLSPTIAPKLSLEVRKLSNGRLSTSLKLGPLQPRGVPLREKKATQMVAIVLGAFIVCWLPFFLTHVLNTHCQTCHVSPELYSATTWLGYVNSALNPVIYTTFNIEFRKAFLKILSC
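Cells expressing the human receptor were seeded at 1500 cells/well, incubated overnight at 37 degrees C in 5% CO2, then exposed to library compounds with dopamine controls for 90 minutes at 37 degrees C before luminescent detection.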
GLP-1R inv ag – inverse agonists of human GLP-1 receptor; AID 624417; HEK293 GLP-1R CRE-luciferase, luminescence, 24 h; GLP-1R form is constitutively active; P43220; actives 1.6% (n = 410,000); Potency, µM (top dose mostly 38.3 µM), without a hit: at the highest dose activity change, negative = inhibition, actives largely listed as inhibitors; further: potency means the concentration at half of the fitted maximal effect; on the % scale 0 is the no-effect control and ±100 the full control effect; nearly all actives have a fitted effect of over 55% in size
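Inverse agonism was detected as reduced cAMP-driven luciferase luminescence after 24 h compound treatment. The cells were HEK293 clones expressing constitutively active human GLP-1R with the reporter. Reporter-only and GPR119 cell lines served as counterscreen controls.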
D3 ag – agonists of human D3 dopamine receptor; P35462; D3R DiscoveRx beta-arrestin cells, luminescence, 90 min; max activation, %; actives 0.58% (n = 410,000); AID 652048; in the data active means max activation above about 30%; further: 0% is about no effect; mostly tested at two doses, the higher about 12 µM
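Cells at 1500/well, incubated overnight, then treated with pinned compounds (dopamine as control) for 90 min at 37 degrees C. DiscoveRx reagent added for 30 - 60 minutes at room temperature; luminescence read.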
PI5P4Ka inh – inhibitors of human PI5P4K alpha; P48426; PI5P4Kalpha enzyme, ADP-Glo luminescence, 60 min; active compounds read low; max response, %; actives 1.2% (n = 330,000); AID 652105; active means max response of -50% or lower; inconclusive means between -30% and -50%; inactive means -30% or higher; further: value at the top dose of about 77 µM; on the % scale 0 is the no-effect control and ±100 the full control effect
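Quantitative HTS of the MLSMR library against PI5P4Kalpha with substrate. ATP added last at 5 microM final; room temperature, 60 minutes. Remaining ATP depleted, ADP converted and read as luminescence.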
IL-2 act – IL-2 activation. actives 0.065% (n = 360,000). activation, % (series mostly up to about 46 µM). IL-2 activation reporter assay, cell-based qHTS; stimulated with anti-CD3/CD4/CD28 beads; in transgenic mouse T cells; in the data active means activation above about 50%; inconclusive means mostly about 30% to 49%; further: 0% is about no effect
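Quantitative HTS in unstimulated transgenic mouse T cells, with memory T cells as non-tolerant control and PMA/ionomycin as tolerance-bypass control. Compound pretreatment lasted 60 minutes before 18 h bead stimulation; EGFP/DsRed fluorescence read.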
PLK1 PBD block – blocks phosphopeptide binding to human PLK1 polo-box domain. P53350. Plk1 PBD binding of FITC phosphopeptide, fluorescence polarization. Potency, µM, for the others: max response, negative = inhibition, actives largely listed as inhibitors. actives 2.8% (n = 360,000); further: potency means the concentration at half of the fitted maximal effect; series mostly up to about 57 µM; on the % scale 0 is the no-effect control and ±100 the full control effect; nearly all actives have a fitted effect of over 65% in size
Target sequence (P53350 whole entry, looked up, the tested form may be a part): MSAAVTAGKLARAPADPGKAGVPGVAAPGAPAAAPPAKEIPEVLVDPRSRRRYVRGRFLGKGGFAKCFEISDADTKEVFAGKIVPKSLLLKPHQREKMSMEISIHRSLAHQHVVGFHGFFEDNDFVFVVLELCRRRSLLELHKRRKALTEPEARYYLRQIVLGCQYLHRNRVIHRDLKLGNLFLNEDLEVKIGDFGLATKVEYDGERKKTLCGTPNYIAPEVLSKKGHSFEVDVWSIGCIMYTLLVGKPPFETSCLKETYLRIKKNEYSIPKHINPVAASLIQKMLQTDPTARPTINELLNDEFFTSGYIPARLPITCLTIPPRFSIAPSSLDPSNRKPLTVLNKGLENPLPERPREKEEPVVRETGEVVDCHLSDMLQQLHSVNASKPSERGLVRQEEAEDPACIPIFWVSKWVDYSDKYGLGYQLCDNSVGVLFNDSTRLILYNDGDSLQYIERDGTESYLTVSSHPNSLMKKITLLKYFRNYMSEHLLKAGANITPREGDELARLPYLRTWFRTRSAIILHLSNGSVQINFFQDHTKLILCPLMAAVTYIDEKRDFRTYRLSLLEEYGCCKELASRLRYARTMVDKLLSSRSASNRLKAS
GLP1R cytotox – cytotoxicity in counter-screen for GLP-1R inverse agonists. Potency, µM (top dose mostly 38.3 µM), for the others: at the top dose activity change, negative = inhibition, actives largely listed as inhibitors. HEK293 cAMP-luciferase reporter cells, luminescence, 24 h. actives 0.13% (n = 410,000);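 further: loss of luciferase light is scored as toxicity; potency means the concentration at half of the fitted maximal effect; on the % scale 0 is the no-effect control and ±100 the full control effect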
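Cells in DMEM/10% Nu serum/1% pen-strep, 1536-well format. Pre-incubated 12 h, dosed with 23 nL compound, incubated a further 24 h. Luciferase detection, 12 min at room temp, luminescence.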
* hit, by the source's call; ? = inconclusive; / = not tested or not shown; & = joins results of further samples; [ ] = remark or other dose. Unless noted, the call rests on the fitted dose curve; in most records, active means well fitted curve in the direction sought with a large enough effect; inconclusive means small, poorly fitted or top-dose-only effect, or another doubt; inactive means no such curve, though single readings can be large; an effect the other way counts as inactive or inconclusive.

SMILES	GLP1R ag	WRN inhibitor	DRD3 antagonist	GLP-1R inv ag	D3 ag	PI5P4Ka inh	IL-2 act	PLK1 PBD block	GLP1R cytotox
Cc1cccc(-c2nnc(SCC(=O)Nc3cccc(C(=O)N4CCOCC4)c3)n2C)c1	4%	8%	-11	0%	1	-2	-5.3	-8%	5%
COCCNC(=O)CSc1nc2nn(-c3ccccc3)c(=O)c-2c2n1CCCCC2	5%	-1%	11	14%	2	-27	-0.8	24µM*	-8%
CCOC(=O)CSc1nnc(-c2ccco2)n1-c1ccccc1	-2%	10%	-25	5%	-9	/	-2.4	-6%	3%
COc1ccccc1CNCCSc1nnnn1C	0%	/	/	3%	-10	/	/	/	-8%
CC(=O)Nc1c(-c2ccccc2)nc2ncccn12	-2%	4%	-2	12%	1	-1	-4.9	-2%	1%
CCN1CCN(c2cc(C)c3cc(NC(=O)c4cncc(Br)c4)ccc3n2)CC1	-8%	?	-69*	?	-11	-4	-0.3	-21%	?
COc1cc(/C=C/C(=O)OCC(=O)Nc2ccc(C)cc2[N+](=O)[O-])ccc1O	-3%	-7%	-6	2%	4	-2	0.3	-9%	2%
CCCc1cc(C(=O)N2CCCC(C(=O)c3ccc(Cl)cc3)C2)n(C)n1 (stereo not given)	3%	-2%	8	?	-6	19	-1.2	?	-15%
O=C1C=C(c2cc(Cl)cc(Cl)c2)C[C@@H](c2ccc3c(c2)OCO3)C1	-1%	5%	-17	3%	-47	-8	-0.2	-11%	3%
CC(=O)N1CCC(C(=O)Nc2ccc(S(=O)(=O)N3CCCCC3)cc2)CC1	-14%	3%	-6	2%	3	-3	0.2	-3%	-9%
Cc1noc(C)c1S(=O)(=O)N1CCC(C(N)=O)CC1	-4%	-2%	4	25%	2	-2	-3.2	-9%	-6%
COc1cccc(-c2nc(CS(=O)(=O)CC(=O)Nc3ccccc3Cl)c(C)o2)c1	-2%	3%	6	?	-7	5	-3.3	3%	-22%
O=c1c2ccccc2c(-c2ccc(Cl)cc2)nn1-c1ccccc1	20%	-8%	?	0%	5	/	-1.2	-5%	13%
O=C(CCS(=O)(=O)c1ccc(F)cc1)Nc1nnc(-c2ccco2)o1	-2%	-16%	-17	40%[activator]	-4	1	0.1	-14%	-3%
Cc1ccc(C(=O)NCC(=O)OCc2csc(-c3ccccc3)n2)cc1	-7%	-22%	-1	6%	2	-3	-0.3	-8%	-2%
O=C(CCC1N=C2c3ccccc3N=C(SCc3cccc(Cl)c3)N2C1=O)NCc1ccco1 (stereo not given)	1%	-2%	-24	?	-1	-1	-3.3	-12%	7%
COc1ccc2[nH]c(C(=O)Nc3cccc(C)n3)cc2c1	15%	6%	6	-22%	-1	-14	-0.4	-12%	-6%
COC(=O)C1=C(C)N(C)C(=S)NC1c1ccccc1 (stereo not given)	-3%	-4%	-24	1%	-3	-4	-1.9	-8%	20%
CCN(C(=O)CN1C(=O)S/C(=C\c2ccc(F)cc2)C1=O)C1CCS(=O)(=O)C1 (stereo not given)	4%	-1%	12	-27%	-7	6	-1.9	30µM*	-3%
Cc1cc(C)c(C(=O)N2CCCC(CNS(=O)(=O)N(C)C)C2)o1 (stereo not given)	0%	1%	-1	-2%	-2	0	-3.0	-11%	-1%
O=C(O)c1ccccc1OC(C(=O)Nc1cc(Cl)cc(Cl)c1)c1ccccc1 (stereo not given)	8%	13%[57.1 µM]	10	-11%	3	2	-0.7	-11%	-3%
CCCOc1ccc(/C=N/Nc2cccc([N+](=O)[O-])c2)c(O)c1	3%	-3%	-12	4.5µM*	5	21	-1.7	-1%	?
Cc1ccc(S(=O)(=O)NCC(=O)N(CC(=O)NC2CCCCC2)CC2CCCO2)cc1 (stereo not given)	-3%	-1%	-16	0%	12	/	-2.4	-6%	4%
C[C@H](CO)N1C[C@H](C)[C@H](CN(C)Cc2ccc(Oc3ccccc3)cc2)Oc2ccc(NC(=O)Nc3cccc4ccccc34)cc2CC1=O	1%	-8%	-14	?	0	7	1.4	-6%	-15%
CC(C)c1nnc(NC(=O)c2cccc(NC(=O)C(F)(F)F)c2)s1	16%	-6%	5	30%	13	2	0.9	21µM*	-5%
CO/N=C(\c1nonc1N)N1CCN(c2ccc(Cl)cc2[N+](=O)[O-])CC1	12%	-9%	18	?	1	27	0.9	-1%	-16%
CC(Sc1nnc(-c2ccccc2F)n1C1CC1)C(=O)NC(N)=O (stereo not given)	-3%	0%	-14	-29%	-8	-5	0.7	1%	-9%
O=C(N/N=C/c1ccccn1)c1cc(C2CC2)[nH]n1	4%	-8%	8	0%	-6	-8	0.2	2%	-5%
N#Cc1cccc(NC(=O)C2SC(=Nc3ccccc3)C(C(=O)N3CCOCC3)=C2N)c1 (stereo not given)	20%	-4%	-1	-46%	-2	-2	-1.0	-3%	-11%
O=C(NNC(=O)c1ccc(Cl)cc1Cl)Nc1ccccc1	-5%	-6%	-16	4%	2	-3	-0.9	-10%	3%
O=c1c2ccccc2sc2nc(C3CCCCC3)n(Cc3ccco3)c(=O)c12	-1%	-22%	-6	0%	19	/	12	?	-10%
Cc1ccc(SCC(=O)OCC(=O)NCCC2=CCCCC2)cc1	9%	-5%	-4	-4%	-22	-5	-1.2	-9%	-1%
Cc1ccc(CNC(=O)C2CCN(S(=O)(=O)N3CCC(C)CC3)CC2)cc1	-6%	3%	?	6%&-2%	1&2	2	-1.0	-10%	14%&-2%
CCc1cccc(C)c1NC(=O)c1ccc(CN2CCc3ccccc3C2)cc1	-29%	-13%[57.1 µM]	-72*	?	-21	1	-0.7	3%	8%[1.53 µM]
CCOC(=O)c1nnn(-c2nonc2N)c1CN1CCc2ccccc2C1	-8%	-6%	?	7%	-9	/	-1.8	-7%	2%
Cc1c(NC(=O)c2ccc(C(C)(C)C)cc2)cccc1[N+](=O)[O-]	-1%	?	-23	-30%	-8	16	-1.1	-1%	1%
Cc1cc(C)n2c(SCC(=O)N(C)C3CCS(=O)(=O)C3)nnc2n1 (stereo not given)	-2%	-18%	-7	-1%	1	-7	-0.6	-19%	-18%
Cc1ccccc1-c1nnc(CS(=O)(=O)c2ccccc2)o1	8%	-8%[57.1 µM]	2	-30%	-1	1	-0.1	-3%	-5%
CC(C)CC(=O)NC(=S)NCc1ccccc1	8%	8%	?	?	-10	-9	-4.6	2%	?
Cn1cc(SCC(=O)Nc2ccc3c(c2)OCO3)c2ccccc21	6%	-2%	-12	?	-8	-2	-2.3	-23%	1%

One compound at a time, from the list above. Order of screens: GLP1R ag | WRN inhibitor | DRD3 antagonist | GLP-1R inv ag | D3 ag | PI5P4Ka inh | IL-2 act | PLK1 PBD block | GLP1R cytotox
`CC(C)c1nnc(NC(=O)c2cccc(NC(=O)C(F)(F)F)c2)s1` is listed with 16% | -6% | 5 | 30% | 13 | 2 | 0.9 | 21µM* | -5%
`O=c1c2ccccc2sc2nc(C3CCCCC3)n(Cc3ccco3)c(=O)c12` is listed with -1% | -22% | -6 | 0% | 19 | / | 12 | ? | -10%

Additional results
SMILES	GLP1R ag	WRN inhibitor	DRD3 antagonist	GLP-1R inv ag	D3 ag	PI5P4Ka inh	IL-2 act	PLK1 PBD block	GLP1R cytotox
CCCNC(=O)COC(=O)c1ccc(Cl)c(S(=O)(=O)N2CCCC2)c1	-1%	-7%[11.6 µM]	-9	5%	-4	-6	-2.9	-8%	3%
Nc1cc(N)nc(SCC(=O)Nc2ccccc2N2CCOCC2)n1	6%	-4%	9	-3%	7	-2	-0.5	-5%	-3%
O=C(N/N=C/c1cccc(O)c1)c1cc(-c2ccccc2)nc2ccccc12	-3%	-7%[57.1 µM]	10	?	1	0	0.3	-3%	-12%
CC(=O)Nc1cccc(-c2cn3ccccc3n2)c1	5%	-3%	-17	11%	1	-7	-0.9	-11%	-2%
CCc1cc2c(=O)c(-c3ccc4c(c3)OCCO4)c(C)oc2cc1OS(C)(=O)=O	18%	-9%	15	?	4	-8	0.5	-10%	?
CCN(CC)S(=O)(=O)c1ccc2c(c1)c(=O)c(C(=O)N1CCc3ccccc3C1)cn2C	-2%	16%	14	1%	-5	/	1.3	-1%	-16%
CCCCC(=O)Nc1c(-c2cccc(OC)c2)c(=O)c2ccccc2n1C	3%	6%	-3	11%	-1	3	-0.6	-2%	6%
CC(=O)c1ccc(NC(=O)C2C3C=CC(O3)C2C(=O)O)cc1 (stereo not given)	3%	-10%	-3	10%	-8	-1	0.0	5%	-15%
O=C(CSc1nc2c([nH]c3ccccc32)c(=O)n1-c1cccc(C(F)(F)F)c1)N1CCCC1	-5%	/	/	15%	1	/	/	/	3%
Cc1cc(Cl)cc(Cl)c1OCCOCCN(C)C	-14%	-3%	-6	11µM*	-4	1	0.3	2%	0%
COc1ccc(Cc2nc3ccc(C(=O)N(C)CC4COCCO4)cc3o2)cc1 (stereo not given)	3%	-4%	-7	24%	3	7	-2.3	-4%	6%
O=C(COc1ccccc1)NCC(=O)NC1=NCCS1	-7%	7%	16	-1%	2	-8	-0.3	-2%	-1%
COc1ccc(C2CC3(CC(C)(C)NC(SC)=N3)Oc3cc(O)cc(C)c32)cc1 (stereo not given)	4%	1%	11	?	-4	2	-0.4	-1%	?
COc1ccccc1N1CCN(Cc2ccsc2)CC1	-4%	3%	-92*	0%	-10	3	-0.1	-8%	-4%
COc1cc(OC)c(NC(=O)CN(C)S(=O)(=O)c2ccc3[nH]c(=O)oc3c2)cc1Cl	1%	-7%	12	29%	4	2	0.7	-2%	1%
CCOC(=O)CCNCc1ccc(F)cc1	0%	-2%	?	21%[7.66 µM]	-14	0	0.2	-6%	20%[7.66 µM]
CC1(C)OC(=O)C2=C(C[C@@H](C3CCCCC3)O[C@@H]2c2ccc(Cl)cc2)O1	-4%	3%	?	?	-11	11	-0.6	-4%	3%
CCOC(=O)CNC(=O)COc1coc(CN2CCN(Cc3ccccc3)CC2)cc1=O	3%	1%	-1	19%	-7	2	0.6	7%	1%
CCc1ccc(C(=O)c2cnc3ccc(OC)cc3c2N2CCN(CC)CC2)cc1	2%	1%	-11	?	-6	-1	-3.1	-6%	-2%
O=c1c2ccccc2n2cnnc2n1-c1ccccc1	6%	-8%	23	11%	-1	-6	-0.3	3%	-8%
COc1cnc(-c2ccccn2)nc1Sc1c(Cl)cccc1Cl	7%	-17%	-65*	-3%	-9	/	-3.7	-5%	-52%
